hK5 inh: inhibitors of human kallikrein 5 | Q9Y337 | recombinant hK5, fluorogenic AMC substrate cleavage | inhibition, % at 5 µM | 210,000 compounds, 0.59% hits | AID 873;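 active = inhibition of 40% or more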;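 also: 0% = enzyme controls without compound and 100% = no-enzyme blanks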
KCC2 mod: modulates chloride dependent transport by human KCC2. B-score of Tl+ flux slope (higher = more flux/activation; lower = inhibition) at 10 µM. 190,000 compounds, 2.2% hits. Q9H2X9. AID 1456. KCC2 cells, thallium flux FluoZin-2 fluorescence;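 active = thallium flux slope and its plate-corrected score both differing from the plate sample mean at a set confidence after two filtering rounds, in either direction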;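 also: slope of fluorescence scaled to starting intensity during 10 to 20 s after thallium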
Rad51 HR inh: Rad51 (human) homologous recombination inhibition; Q06609; hRad51 DNA strand exchange, fluorescence dequenching; inhibition, % at 10 µM; 200,000 compounds, 0.085% hits; AID 1385;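 active = inhibition above 40% at the single screening dose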;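 also: 0% = DMSO control wells and 100% = blanks with heterologous ssDNA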
Target sequence (Q06609 whole entry, looked up): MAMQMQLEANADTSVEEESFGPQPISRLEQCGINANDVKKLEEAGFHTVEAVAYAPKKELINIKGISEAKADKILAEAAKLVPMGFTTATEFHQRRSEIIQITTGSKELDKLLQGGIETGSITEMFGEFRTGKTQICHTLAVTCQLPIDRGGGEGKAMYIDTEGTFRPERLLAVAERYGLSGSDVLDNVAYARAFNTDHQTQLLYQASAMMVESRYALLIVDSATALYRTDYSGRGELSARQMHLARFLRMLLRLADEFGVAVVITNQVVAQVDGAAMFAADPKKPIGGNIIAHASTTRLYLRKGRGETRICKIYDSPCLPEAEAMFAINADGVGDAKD
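Material: Human Rad51 nucleoprotein filaments preassembled on unlabelled ssDNA | Also added: Labelled 47-mer dsDNA for strand exchange | Dosing: Single dose, 10 µM final compound | Schedule: 30-min compound preincubation and 15-min exchange, both room temperature | Technique: Fluorescence dequenching at 485/520 nm | Measure: Percent inhibition relative to plate controls and blanks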
FXIa inh 1536: blocks human coagulation factor XIa protease activity; AID 798; inhibition, % at 5 µM; P03951; purified FXIa, Boc-Glu-Ala-Arg-AMC fluorogenic substrate; 220,000 compounds, 0.14% hits;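 active = inhibition of at least 40%; inactive = inhibition below 40%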;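 also: fluorescence of freed AMC excited at 355 nm; 0% = enzyme without compound and 100% = no enzyme blank; many of its hits are not listed in these tables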
L929 necroptosis: blocks zVAD induced death of L929 cells. L929 zVAD necroptosis rescue, ATP luminescence, 24 h; with zVAD 60 µM. 220,000 compounds, 0.38% hits. viability rescue, % at 10 µM;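 active = activation, scaled between plate controls, above about 75%, limit read from the data; inactive = activation under that limit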;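 also: 0% = zVAD with DMSO and 100% = DMSO alone without zVAD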
Hck-Nef inh: human Hck-Nef kinase inhibition. P08631. Recombinant Hck-YEEI plus Nef, Z-Lyte FRET kinase assay. inhibition, % at 20 µM. 220,000 compounds, 0.68% hits;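 active = Hck-Nef kinase inhibition above about 50%, limit read from the data; inactive = inhibition below that limit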;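 also: 0% = DMSO with Hck plus Nef and 100% = Hck alone without Nef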
Target sequence (P08631 whole entry, looked up): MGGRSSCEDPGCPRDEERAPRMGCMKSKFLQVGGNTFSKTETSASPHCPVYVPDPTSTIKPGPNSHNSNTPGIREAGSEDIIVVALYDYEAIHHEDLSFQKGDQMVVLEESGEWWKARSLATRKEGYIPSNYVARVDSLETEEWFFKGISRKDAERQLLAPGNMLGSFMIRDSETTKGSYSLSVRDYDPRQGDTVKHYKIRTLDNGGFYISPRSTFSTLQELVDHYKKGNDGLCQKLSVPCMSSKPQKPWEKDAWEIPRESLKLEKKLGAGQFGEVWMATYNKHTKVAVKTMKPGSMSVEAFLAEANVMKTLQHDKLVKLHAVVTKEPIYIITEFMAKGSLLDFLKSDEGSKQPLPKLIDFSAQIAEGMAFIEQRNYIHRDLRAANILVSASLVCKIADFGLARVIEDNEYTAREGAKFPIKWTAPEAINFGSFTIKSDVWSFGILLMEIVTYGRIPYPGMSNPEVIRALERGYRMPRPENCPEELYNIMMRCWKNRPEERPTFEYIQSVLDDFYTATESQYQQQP
Thrombin inh: blocks human thrombin protease activity | 220,000 compounds, 0.26% hits | inhibition, % at 5 µM | alpha-thrombin, Boc-VPR-AMC fluorogenic substrate cleavage;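 active = inhibition at or above 40%; inactive = inhibition below 40%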;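 also: 0% = enzyme with no compound and 100% = wells without enzyme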
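Material: human alpha-thrombin protein. Incubation: reaction at ambient temperature. Technique: fluorescence of released AMC, ex 355 nm, em 460 nm. Control set: no-compound enzyme wells and no-enzyme blanks. Also added: Boc-VPR-AMC substrate, 15 µM final. Buffer or medium: pH 7.5 Tris (50 mM) with NaCl 150 mM, Tween 20 0.05%.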
FXIIa inh 1536: inhibitors of human coagulation factor XIIa. P00748. purified FXIIa, Boc-QGR-AMC fluorogenic substrate, 2 h. inhibition, % at 5 µM. 220,000 compounds, 0.3% hits; in the data active = inhibition above about 40%;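 also: 0% = enzyme with no compound and 100% = blank without enzyme; many of its hits are not listed in these tables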
TNF death inh: inhibitors of TNF-alpha induced necroptosis in Jurkat FADD-/- cells; 220,000 compounds, 0.068% hits; Jurkat FADD-/- TNF necroptosis rescue, ATP luminescence, 24 h; 0 = TNF only, 100 = no-TNF cells; activation (protection from cell death), % at 10 µM; AID 463075;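 active = activation, meaning protection from cell death, of at least 50% relative to plate controls; inactive = activation below 50%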;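 also: necroptosis triggered by 40 ng/mL TNF-alpha added together with compound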
An asterisk follows results filed as active; · = no result given.

nr | structure | hK5 inh | KCC2 mod | Rad51 HR inh | FXIa inh 1536 | L929 necroptosis | Hck-Nef inh | Thrombin inh | FXIIa inh 1536 | TNF death inh
1 | O=C(CN1CCN(C(=O)c2c(F)cccc2F)CC1)Nc1ccccc1F | -18 | 0.6 | 7 | 3 | 2.5 | -12 | 2 | 12 | 0.7
2 | Cc1ccc(S(=O)(=O)N[C@H](C(=O)N2CCC(C(=O)NCC(=O)O)CC2)C(C)C)cc1 | 1 | · | 0 | -11 | -0.3 | 1 | -4 | 22 | -2.2
3 | Cc1ccccc1OCC(=O)N=Nc1c(O)n(C)c2ccccc12 | 1 | 28* | 4 | 1 | 0.2 | 28 | -4 | -1 | 1.6
4 | CN1CCN(C(=O)c2ccc3c(=O)n(-c4ccc(F)cc4)c(=S)[nH]c3c2)CC1 | · | 0.27 | · | 0 | 0.8 | 1 | -1 | 11 | -0.8
5 | O=C(Nc1nnc(C(F)(F)F)s1)C1COc2ccccc2O1 (stereo not drawn) | -28 | -3.8* | 5 | -15 | 0.7 | -18 | 0 | 7 | 5.3
6 | Cc1nccn1-c1ccc(C(F)(F)F)cc1NC=O | -16 | 0.029 | 12 | 5 | 0.1 | 4 | 4 | 11 | -0.3
7 | COc1ccc([N+](=O)[O-])cc1NC(=O)C(C)N1CCN(C(=O)c2ccco2)CC1 (stereo not drawn) | 5 | -0.2 | -7 | 0 | 0.5 | 24 | -11 | 8 | 0.4
8 | CC(=O)c1ccc(NC(=O)CN2C(=O)COc3ccc(Cl)cc32)cc1 | -5 | -0.019 | -8 | 1 | -0.2 | 5 | -2 | 11 | 2.0
9 | O=C1C(Cc2ccccc2)SC(=Nc2ccccc2)N1c1ccccc1 (stereo not drawn) | -9 | · | · | 5 | -0.2 | 2 | -2 | 10 | -2.5
10 | Cc1cccc(N2C(=O)CC(c3ccc(F)cc3)C3=C2COC3=O)c1 (stereo not drawn) | 7 | · | -4 | 1 | 4.0 | 21 | -2 | 12 | 0.3
11 | OC(COc1ccc2ccccc2c1)CN1CCCC1 (stereo not drawn) | -5 | -0.11 | -5 | -2 | 0.0 | 0 | 1 | -5 | 0.7
12 | Cn1c(SCC(=O)c2ccc(F)cc2)nnc1-c1cnccn1 | 8 | 1 | -1 | -16 | 0.5 | 0 | -5 | -6 | 1.0
13 | Cc1cnc(NC(=O)CSc2ncn(-c3ccccc3)n2)s1 | -15 | 0.22 | -10 | 4 | 0.1 | 1 | 1 | 14 | -1.2
14 | CCOC(=O)c1[nH]c(CSc2nnc(-c3ccncc3)n2CCOC)c(C(=O)OCC)c1C | -8 | -0.021 | -7 | 3 | 0.0 | 1 | -6 | -13 | 0.9
15 | CSc1nc2cc(F)c(F)cc2n1C | -4 | -0.46 | -9 | -5 | 0.0 | -1 | 5 | 16 | 0.3
16 | Cc1cc(C(=O)CSc2cccc[n+]2[O-])c(C)n1-c1ccc(OC(F)F)cc1 | 1 | -0.68 | -3 | 0 | -1.1 | 9 | 4 | 8 | -6.8
17 | CCCCOC(=O)C(C)Nc1n[nH]c(=O)[nH]c1=O (stereo not drawn) | 4 | -0.0013 | 5 | 3 | -0.2 | 0 | 2 | 16 | -2.6
18 | CCOC(=O)c1sc(=S)n(-c2ccccc2OC)c1N | -3 | -0.22 | -8 | -3 | 0.8 | 13 | -5 | -1 | 4.2
19 | CCOC(=O)C1=C(O)C(=O)N(c2ccc(S(N)(=O)=O)cc2)C1c1ccc(OC)cc1 (stereo not drawn) | 2 | · | 5 | 0 | 0.8 | 0 | 2 | 1 | -2.7
20 | COc1ccc2cc(C(=O)C3CCCN(C(=O)Cc4c(C)noc4C)C3)ccc2c1 (stereo not drawn) | · | · | 21 | -4 | 0.2 | -5 | -5 | -1 | 0.7
21 | COC(=O)N/N=C/c1cn(CCCOc2ccc(C)cc2)c2ccccc12 | -21 | 0.36 | 2 | -6 | 1.0 | 3 | -5 | 0 | 3.9
22 | COc1cccc(C(C(=O)Nc2ccc(F)cc2)N(C(=O)Cn2nnc3ccccc32)C2CC2)c1 (stereo not drawn) | -8 | · | -12 | 0 | -0.3 | 2 | 2 | 18 | -6.8
23 | COc1ccc(-c2ccc3c(N)c(C(=O)c4ccc(OC)c(OC)c4)sc3n2)cc1 | -4 | 1.1 | -2 | -5 | -0.6 | 3 | -12 | -8 | -0.1
24 | COc1ccc(NC(=O)CN2CCCC(C)C2)c([N+](=O)[O-])c1 (stereo not drawn) | -5 | · | 4 | -3 | -0.1 | 0 | -13 | 13 | -1.6
25 | C=CCSC1=C(C#N)C2(CCCCC2)C(C#N)C(=O)N1 (stereo not drawn) | 3 | -1.2 | 9 | -2 | -0.1 | 1 | -4 | -5 | -1.5

Following part
nr | structure | hK5 inh | KCC2 mod | Rad51 HR inh | FXIa inh 1536 | L929 necroptosis | Hck-Nef inh | Thrombin inh | FXIIa inh 1536 | TNF death inh
26 | CCCCCCNC(=O)c1c(N)n(/N=C/c2ccco2)c2nc3ccccc3nc12 | · | -0.027 | · | · | -0.2 | 22 | · | · | -1.1
27 | CCS(=O)(=O)n1nc(-c2ccccc2)nc1NCc1ccco1 | -2 | -0.049 | 6 | -10 | -0.8 | 5 | -4 | -7 | -2.0
28 | Cc1cc(C)nc(SCC(=O)N/N=C/c2cccn2-c2ccc(O)cc2)n1 | 6 | -0.52 | -1 | 3 | -0.7 | 1 | 9 | 6 | 0.4
29 | c1ccc(CSc2nnnn2-c2cccc3ccccc23)nc1 | 1 | · | -5 | -3 | -0.4 | -2 | -4 | -1 | 0.2
30 | O=C(c1ccc(COc2c(F)c(F)cc(F)c2F)o1)N1CCN(c2ccc(Cl)cc2)CC1 | -20 | · | -3 | 1 | -0.2 | 0 | -8 | 8 | 2.2
31 | CC(C)C1C(=O)NC(=S)N1S(=O)(=O)c1ccc(C(C)(C)C)cc1 (stereo not drawn) | -25 | 1.7 | -3 | -6 | 0.3 | 8 | 1 | 11 | -0.2
32 | c1ccc(-c2nnc3sc(-c4cc5ccccc5o4)nn23)cc1 | -29 | -0.32 | 7 | 14 | 0.0 | 1 | -1 | 17 | -0.5
33 | O=C1CSC(c2ccccc2)N1Nc1nc(N2CCOCC2)nc(N2CCOCC2)n1 (stereo not drawn) | -7 | 0.78 | 3 | -7 | 0.0 | 22 | -11 | -2 | 0.6
34 | CSc1nnc(C(C)(C)C)c(=O)n1/N=C/c1ccccc1O | -3 | -0.62 | · | -3 | 0.6 | 11 | -8 | 2 | 12
35 | COc1ccc(N=C2NC(=O)S/C2=C\c2ccc(N(C)C)cc2)cc1 | 6 | -0.67 | -33 | -2 | 1.1 | 1 | 3 | 5 | 0.3
36 | Cc1ccc(-c2noc(CCC(=O)Nc3ccccc3N3CCN(C)CC3)n2)cc1 | -13 | -0.3 | 13 | -1 | 0.6 | -22 | -10 | 18 | 1.5
37 | CC1CCc2nn(CC(=O)N3CCc4ccccc43)cc2C1 (stereo not drawn) | -1 | -0.075 | -4 | 1 | -0.3 | 1 | -2 | 14 | -2.2
38 | CCOC(=O)c1oc2ccccc2c1N | 4 | 0.057 | -2 | -1 | -0.1 | 2 | -2 | 10 | -0.1
39 | C=CCNC(=O)CN1CCC(NC(=O)c2ccco2)CC1 | -6 | -0.051 | 0 | -5 | 4.5 | 16 | -2 | 4 | 0.1
40 | CCOC(=O)/C=C1\SCC(=O)N1CC(=O)Nc1ccc2c(c1)CCC2 | -30 | · | 3 | -2 | 0.7 | 1 | -10 | 5 | -0.4
41 | CC(=O)N1CCN(c2ccc(S(=O)(=O)NCCN(C(C)C)C(C)C)cc2[N+](=O)[O-])CC1 | -5 | 0.84 | · | -5 | 0.4 | -28 | -3 | -1 | 0.6
42 | CC(Oc1ccc(Cl)cc1)c1ccnn1S(=O)(=O)c1ccccc1 (stereo not drawn) | 12 | -1.3 | 1 | -10 | -0.2 | 0 | -3 | -8 | -2.8
43 | Cc1nc2ccc(S(=O)(=O)NCC(=O)NCCN3CCCCCC3)cc2s1 | -2 | · | -17 | 4 | 3.2 | 1 | 3 | 16 | -0.4
44 | CCC(C)NC(=O)C1=CCN(S(=O)(=O)c2ccc(C)cc2)CC1 (stereo not drawn) | 2 | 1.3 | 15 | 1 | 0.1 | 25 | -6 | 7 | 1.7
45 | Cc1nn(-c2ccccc2)c(/N=C/c2ccccc2O)c1-c1ccccc1 | -17 | 0.09 | 2 | 8 | 1.0 | 2 | -5 | 9 | -0.6
46 | CC(=O)Nc1ccc(/C(C)=N/NS(=O)(=O)c2ccc(C)cc2)cc1 | -1 | 0.52 | · | -8 | 0.1 | -1 | 4 | -3 | -2.2
47 | Cc1cc(C)[n+](C)n1CC(O)Cn1c2ccccc2c2ccccc21 (stereo not drawn) | 2 | 0.12 | 8 | -1 | 3.9 | 32 | -3 | · | 0.5
48 | O=C(Nc1ccc(Oc2cccc(C(F)(F)F)c2)nc1)c1ccccc1 | -10 | -0.2 | 12 | -3 | 2.9 | -14 | -11 | 1 | -0.8
49 | Cc1ccccc1C(=O)NC(=S)NCCN1CCOCC1 | -17 | 1.1 | 5 | 8 | 0.1 | 2 | 0 | 14 | 0.6
50 | COC(=O)c1ccc(COc2ccc3c(C)c(C)c(=O)oc3c2)o1 | 4 | 0.091 | -3 | 2 | 1.0 | 1 | 3 | 14 | 2.2

Among those listed so far, 8 contain an aryl thioether with sulfur outside any ring.
nr | structure | hK5 inh | KCC2 mod | Rad51 HR inh | FXIa inh 1536 | L929 necroptosis | Hck-Nef inh | Thrombin inh | FXIIa inh 1536 | TNF death inh
12 | Cn1c(SCC(=O)c2ccc(F)cc2)nnc1-c1cnccn1 | 8 | 1 | -1 | -16 | 0.5 | 0 | -5 | -6 | 1.0
13 | Cc1cnc(NC(=O)CSc2ncn(-c3ccccc3)n2)s1 | -15 | 0.22 | -10 | 4 | 0.1 | 1 | 1 | 14 | -1.2
14 | CCOC(=O)c1[nH]c(CSc2nnc(-c3ccncc3)n2CCOC)c(C(=O)OCC)c1C | -8 | -0.021 | -7 | 3 | 0.0 | 1 | -6 | -13 | 0.9
15 | CSc1nc2cc(F)c(F)cc2n1C | -4 | -0.46 | -9 | -5 | 0.0 | -1 | 5 | 16 | 0.3
16 | Cc1cc(C(=O)CSc2cccc[n+]2[O-])c(C)n1-c1ccc(OC(F)F)cc1 | 1 | -0.68 | -3 | 0 | -1.1 | 9 | 4 | 8 | -6.8
28 | Cc1cc(C)nc(SCC(=O)N/N=C/c2cccn2-c2ccc(O)cc2)n1 | 6 | -0.52 | -1 | 3 | -0.7 | 1 | 9 | 6 | 0.4
29 | c1ccc(CSc2nnnn2-c2cccc3ccccc23)nc1 | 1 | · | -5 | -3 | -0.4 | -2 | -4 | -1 | 0.2
34 | CSc1nnc(C(C)(C)C)c(=O)n1/N=C/c1ccccc1O | -3 | -0.62 | · | -3 | 0.6 | 11 | -8 | 2 | 12

Only part of the results is shown, so the mix of outcomes need not match the whole.
